Source: PubChem BioAssay
RGS4-Gao reg – modulators of RGS4 binding to Galphao, primary screen, biochemical, multiplexed bead flow cytometry. actives lie on both sides. binding response (% of control), % at 10 µM. actives 0.33% (n = 220,000); in the data active = binding response below about 49% or above about 150%; inactive = in between;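 note: fluorescent Galphao activated with aluminum fluoride binding bead-coupled RGS4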
Mcl-1 Bim block – inhibitors of Bim peptide binding to Mcl-1, primary screen, biochemical, bead-based flow cytometry, multiplex; Induced myeloid leukemia cell differentiation protein Mcl-1 (Homo sapiens), Q07820; Bim peptide-Mcl-1 binding; inhibition, % at 10 µM; actives 0.1% (n = 190,000); AID 1009, 2008;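 note: 0% = no compound tracer wells and 100% = peptide blocker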
Bcl-W Bim block – inhibitors of Bim binding to Bcl-W, primary screen, biochemical, multiplexed, bead-based flow cytometry; Bcl-2-like protein 2 (Homo sapiens), Q92843; Bim peptide-Bcl-W binding; inhibition, % at 10 µM; actives 0.02% (n = 190,000); AID 952, 2007;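 note: 0% = bound tracer without compound and 100% = peptide blocker; higher means less fluorescent Bim peptide bound to Bcl-W beads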
Target sequence (Q92843 whole entry, looked up): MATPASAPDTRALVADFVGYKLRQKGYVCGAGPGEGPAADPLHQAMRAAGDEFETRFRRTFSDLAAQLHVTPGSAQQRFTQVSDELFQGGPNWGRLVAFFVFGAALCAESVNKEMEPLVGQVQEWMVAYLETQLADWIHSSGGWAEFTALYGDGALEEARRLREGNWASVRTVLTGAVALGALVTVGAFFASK
ABCG2 inh – ABCG2 efflux pump inhibitors, primary screen, multiplex with ABCB1, IgMXP3 cells, flow cytometry; Broad substrate specificity ATP-binding cassette transporter ABCG2 (Homo sapiens), Q9UNQ0; JC-1 efflux; inhibition, % at 6.6 µM; actives 0.1% (n = 190,000);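 active = inhibition above 80%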;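 note: 0% = DMSO and 100% = nicardipine control wells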
Target sequence (Q9UNQ0 whole entry, looked up): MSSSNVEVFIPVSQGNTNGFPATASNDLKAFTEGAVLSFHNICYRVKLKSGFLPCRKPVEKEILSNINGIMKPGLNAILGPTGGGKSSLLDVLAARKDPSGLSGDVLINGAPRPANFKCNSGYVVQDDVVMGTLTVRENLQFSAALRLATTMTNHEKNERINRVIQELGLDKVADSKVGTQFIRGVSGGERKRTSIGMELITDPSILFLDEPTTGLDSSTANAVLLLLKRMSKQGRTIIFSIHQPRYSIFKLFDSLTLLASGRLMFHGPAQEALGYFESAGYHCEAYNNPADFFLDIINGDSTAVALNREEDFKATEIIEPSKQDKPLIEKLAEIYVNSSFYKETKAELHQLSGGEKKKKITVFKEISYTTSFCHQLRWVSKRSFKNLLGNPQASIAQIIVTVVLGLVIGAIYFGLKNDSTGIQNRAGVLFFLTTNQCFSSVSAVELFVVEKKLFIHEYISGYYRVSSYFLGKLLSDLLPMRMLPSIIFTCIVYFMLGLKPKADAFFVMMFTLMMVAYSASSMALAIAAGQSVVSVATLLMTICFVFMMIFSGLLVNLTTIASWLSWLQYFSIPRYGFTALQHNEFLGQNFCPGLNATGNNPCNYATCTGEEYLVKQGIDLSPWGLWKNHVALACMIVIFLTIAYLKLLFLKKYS
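Measure – % inhibition of efflux relative to nicardipine and DMSO · Test system – ABCG2 IgMXP3 and barcoded ABCB1 CCRF-Adr cell mix · Control set – nicardipine as high control, DMSO as low control · Compound – one concentration, 6.6 µM final · Signal – flow cytometry of retained JC-1 fluorescence · Timing – 10 min exposure at 25 °C with rotation, no wash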
Bim-Bcl-B – inhibitors of Bim-Bcl-B binding, primary screen, biochemical, multiplexed, human Bcl-2 family; Bcl-2-like protein 10 (Homo sapiens), Q9HD36; bead-based flow cytometry, Bim peptide-Bcl-B binding; inhibition, % at 10 µM; actives 0.073% (n = 190,000); AID 951, 2007;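 note: 0% = tracer peptide without compound and 100% = reference inhibitor peptide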
Target sequence (Q9HD36 whole entry, looked up): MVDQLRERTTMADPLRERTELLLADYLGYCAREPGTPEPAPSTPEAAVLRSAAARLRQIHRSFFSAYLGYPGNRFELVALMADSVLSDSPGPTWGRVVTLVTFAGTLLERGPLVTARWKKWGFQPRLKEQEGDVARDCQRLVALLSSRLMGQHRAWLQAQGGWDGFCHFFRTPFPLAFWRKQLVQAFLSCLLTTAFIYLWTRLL
Bcl-XL Bim block – inhibitors of Bim-Bcl-XL binding, primary screen, biochemical, multiplexed, bead flow cytometry, human Bcl-XL | Bim peptide-Bcl-XL binding, fluorescence | inhibition, % at 10 µM | AID 1007, 2008 | actives 0.04% (n = 190,000) | Bcl-2-like protein 1 (Homo sapiens), Q07817
RGS8-Gao reg – RGS8-Galphao binding modulators, primary screen, biochemical, multiplexed bead flow cytometry | AID 1423, 2008 | response (percent of control binding), % at 10 µM | actives 0.34% (n = 220,000) | actives lie on both sides | Guanine nucleotide-binding protein G(o) subunit alpha (Homo sapiens), P09471; in the data active = response below about 60% or above about 140%; inactive = in between;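 note: Galphao activated as the GDP aluminium fluoride complex binding bead-coupled RGS8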
ABCB1 inh – ABCB1 efflux pump inhibitors, primary screen, cell-based, multiplex, flow cytometry, ABCG2 counter-screen. CCRF-Adr cells, JC-1 efflux. actives 0.067% (n = 190,000). inhibition, % at 6.6 µM; in the data active = inhibition above about 40%;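 note: 0% = vehicle and 100% = reference inhibitor; higher value means more JC-1 retained so stronger ABCB1 efflux block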
Bim-Bfl-1 – inhibitors of Bim binding to Bfl-1, primary screen, biochemical, multiplexed, bead-based flow cytometry. actives 0.12% (n = 190,000). Bim-Bfl-1 binding inhibition. Bcl-2-related protein A1 (Homo sapiens), Q16548. AID 1008, 2008. inhibition, % at 10 µM;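 note: 0% = wells without compound plus tracer and 100% = blocker peptide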
RGS7-Gao – RGS7-Galphao binding modulators, primary screen, biochemical, multiplexed bead flow cytometry. actives lie on both sides. AID 1439, 2008. binding response (% of control), % at 10 µM. actives 0.35% (n = 220,000); in the data active = binding response below about 49% or above about 150%;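 note: fluorescent Galphao held in activated GDP-AlF4 state binding bead-coupled RGS7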
Bcl-2 Bim block – inhibitors of Bim-Bcl-2 binding, primary screen, biochemical, multiplexed, human Bcl-2 family; inhibition, % at 10 µM; Bead-based flow cytometry, Bim peptide-Bcl-2 binding; actives 0.06% (n = 190,000); in the data active = inhibition above about 40%;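 note: 0% = no compound wells with probe peptide and 100% = reference peptide inhibitor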
Numbers without * were called inactive. Cut-off read from the data, not from the text of the source, unless noted: active = inhibition above about 40%.

entry	compound	RGS4-Gao reg	Mcl-1 Bim block	Bcl-W Bim block	ABCG2 inh	Bim-Bcl-B	Bcl-XL Bim block	RGS8-Gao reg	ABCB1 inh	Bim-Bfl-1	RGS7-Gao	Bcl-2 Bim block
1	C=CCn1c(=O)c(C=Nc2c(OC)cccc2[N+](=O)[O-])c(O)n(CCCC)c1=O	100	4	0	5	-3	0	105	2.6	1	103	1
2	COC(=O)C1C2c3ccccc3OC1(C)N=c1s/c(=C/c3cn(C)nc3C)c(=O)n12 (stereo not drawn)	94	-7	-2	17	-5	-9	95	4.3	-5	97	-10
3	O=C(CN1CC=C(c2ccccc2)CC1)Nc1c(Cl)cccc1Cl	105	-7	-5	1	-9	-4	103	-1.4	-2	106	-4
4	N#CCCn1cc(C(=O)Nc2ccccc2Br)c(-c2ccc3c(c2)OCCO3)n1	104	-3	-7	22	-8	-9	102	1.2	-5	105	-6
5	Cc1ccc(N(C)C(=O)Oc2ccc(C(=O)c3ccc(Cl)cc3)cc2)cc1	97	1	0	1	-6	-3	94	0.3	-3	97	-4
6	COc1ccc(OC)c(-n2c(O)c(C=NCc3ccc4c(c3)OCO4)c(=O)[nH]c2=O)c1	103	-3	2	7	-4	-3	101	0.6	-11	101	-3
7	Cc1c(N)c(C)c([N+](=O)[O-])c(C)c1[N+](=O)[O-]	98	-3	-3	7	-3	-2	100	0.6	-7	99	-2
8	CCC12CN3CCN(CC(C3)/C1=N/NC(N)=O)C2	102	5	-4	0	-2	-3	104	-0.1	-5	103	-2
9	COCCNC(=O)c1c(N)n(Cc2ccco2)c2nc3ccccc3nc12	102	-3	0	21	-12	-7	100	1.8	-13	101	-6
10	O=[N+]([O-])c1ccc(NCCCN2CCOCC2)c2ncccc12	91	0	-1	7	-1	1	95	0.5	-3	97	-2
11	Cc1ccccc1CS(=O)(=O)Cc1ccc(C(=O)N2CCC3(CC2)OCCO3)o1	101	0	4	4	-7	-6	100	1.0	-14	101	-11
12	COc1cccc(C(=O)C2CCCN(Cc3cnn(C(C)C)c3)C2)c1 (stereo not drawn)	100	1	-3	2	-3	-7	99	2.0	-6	101	-5
13	CCOC(=O)Cn1cc(C(=O)c2ccccc2F)c2ccccc21	95	-4	-1	1	1	-2	95	0.2	-1	93	-3
14	O=c1cccc2n1CC1CC2CN(Cc2c(Cl)cccc2Cl)C1 (stereo not drawn)	99	4	7	5	-6	0	101	1.3	-10	101	0
15	COc1ccc(NC(=O)c2cn(CCC#N)nc2-c2ccc([N+](=O)[O-])cc2)cc1	103	3	1	0	-1	0	101	-0.1	-3	98	-2
16	CC1(C)C2([N+](=O)[O-])CN3CN(C2)CC1([N+](=O)[O-])C3	102	-2	-2	4	-5	-1	100	0.6	-4	102	-1
17	C=CCC1(CN2CCCCCC2=O)C(=O)NC(=O)NC1=O	106	1	-1	-1	-4	4	102	-0.6	-5	103	-8
18	COc1ccc(C)cc1NC(=O)N1CCC2(CC1)OCCO2	103	-3	-4	4	-1	-5	103	0.5	-4	103	-1
19	CCC(=NCc1ccco1)c1c(O)n(Cc2ccccc2)c(=O)[nH]c1=O	102	-3	-1	3	-1	-3	99	0.9	-8	101	0
20	C[C@@]1(CO)[C@H](O)CC[C@@]2(C)[C@H]1CC[C@H]1C[C@@H]3C[C@@]12CC[C@]3(O)CO	100	-2	-1	0	0	-2	101	0.1	0	98	-2
21	O=Cc1cn(Cc2ccccc2[N+](=O)[O-])c2ccccc12	109	-3	-3	21	-8	-6	113	1.5	-2	107	-5
22	CCOC(=O)c1cc2c(cn1)[nH]c1ccccc12	103	-3	-3	4	-5	-2	103	0.3	0	103	0
23	Cc1cccc(-n2c(O)c(C)c(=O)[nH]c2=S)c1	105	-1	-2	-1	-11	-5	103	-0.4	-2	112	-1
24	CCCCCCn1c(O)c(C(C)=NC)c(=O)[nH]c1=O	98	0	-2	2	-4	0	99	0.1	-3	99	0
25	Cc1c(C=O)c2ccccc2n1Cc1ccccc1F	99	2	0	5	-5	0	101	-0.1	-7	96	-1

Grouped by structure: those above containing four or more nitrogen atoms
entry	compound	RGS4-Gao reg	Mcl-1 Bim block	Bcl-W Bim block	ABCG2 inh	Bim-Bcl-B	Bcl-XL Bim block	RGS8-Gao reg	ABCB1 inh	Bim-Bfl-1	RGS7-Gao	Bcl-2 Bim block
1	C=CCn1c(=O)c(C=Nc2c(OC)cccc2[N+](=O)[O-])c(O)n(CCCC)c1=O	100	4	0	5	-3	0	105	2.6	1	103	1
2	COC(=O)C1C2c3ccccc3OC1(C)N=c1s/c(=C/c3cn(C)nc3C)c(=O)n12 (stereo not drawn)	94	-7	-2	17	-5	-9	95	4.3	-5	97	-10
4	N#CCCn1cc(C(=O)Nc2ccccc2Br)c(-c2ccc3c(c2)OCCO3)n1	104	-3	-7	22	-8	-9	102	1.2	-5	105	-6
8	CCC12CN3CCN(CC(C3)/C1=N/NC(N)=O)C2	102	5	-4	0	-2	-3	104	-0.1	-5	103	-2
9	COCCNC(=O)c1c(N)n(Cc2ccco2)c2nc3ccccc3nc12	102	-3	0	21	-12	-7	100	1.8	-13	101	-6
10	O=[N+]([O-])c1ccc(NCCCN2CCOCC2)c2ncccc12	91	0	-1	7	-1	1	95	0.5	-3	97	-2
15	COc1ccc(NC(=O)c2cn(CCC#N)nc2-c2ccc([N+](=O)[O-])cc2)cc1	103	3	1	0	-1	0	101	-0.1	-3	98	-2
16	CC1(C)C2([N+](=O)[O-])CN3CN(C2)CC1([N+](=O)[O-])C3	102	-2	-2	4	-5	-1	100	0.6	-4	102	-1

Next entries follow.
entry	compound	RGS4-Gao reg	Mcl-1 Bim block	Bcl-W Bim block	ABCG2 inh	Bim-Bcl-B	Bcl-XL Bim block	RGS8-Gao reg	ABCB1 inh	Bim-Bfl-1	RGS7-Gao	Bcl-2 Bim block
26	O=C1NC(=O)N(CCNc2ncc(C(F)(F)F)cc2Cl)C(=O)C1Cc1ccc(Cl)cc1 (stereo not drawn)	101	0	-2	-1	-3	-1	103	-0.1	-7	98	-4
27	COC(=O)N(c1ccc(OC)cc1)P1(=S)OCCC(C)O1 (stereo not drawn)	87	-14	1	6	-32	6	87	3.1	26	114	-7
28	CCOC(=O)c1cc(CC)sc1/N=C/c1c(O)[nH]c(=S)[nH]c1=O	92	-1	-2	6	-14	0	77	9.9	1	88	1
29	NC12CN3CN(CN(C3)C1)C2 (tested in a mixture with another compound)	92	0	0	1	0	0	99	0.4	-1	94	-3
30	CNC(=S)NC1CC2CCCC(C1)N2CC(C)C (stereo not drawn)	89	0	4	3	-6	-12	93	0.7	-11	91	-8
31	CC(C)c1ccc(N2C(=O)NC(=O)/C(=C\c3cnc(-c4ccccc4)nc3)C2=O)cc1	101	-1	-1	3	-8	-6	99	0.3	-10	97	-7
32	O=C1NC(=S)NC(=O)C1=Cc1cccn1-c1ccc(O)cc1	95	0	3	-3	1	1	84	-0.9	4	87	5
33	CCOC(=O)c1ccc(NC(=O)c2c(O)[nH]c(=O)[nH]c2=O)cc1	85	0	2	-2	4	0	92	-0.7	0	92	3
34	CCc1cc2c(s1)N(CC(=O)OC)C(=O)CN=C2c1ccccc1OC	99	8	-1	3	-1	-3	98	0.8	-7	98	3
35	CCC1(c2ccccc2)C(=O)N(COC)C(=O)N(COC)C1=O	110	1	3	3	-6	-5	110	0.4	-12	114	-3
36	CC(C)Oc1ccc(Cc2c(O)[nH]c(=O)[nH]c2=O)cc1	106	-5	-2	1	-1	-4	105	-0.1	-5	105	0
37	O=C(c1ccc(-c2ccccc2)c(F)c1)C1CCCN(CCO)C1 (stereo not drawn)	99	-3	-1	-2	-4	-4	81	-0.6	-3	96	-1
38	C/C1=C\[C@@H](C)C/C=C/[C@H]2[C@@H]3O[C@]3(C)[C@@H](C)[C@H]3[C@H](Cc4c[nH]c5ccccc45)NC(=O)[C@]32C(=O)/C=C/C(=O)[C@@H]1O	94	2	6	1	0	4	94	1.0	0	91	8
39	CCCCCCN=C(CC)c1c(O)n(CCCC)c(=O)[nH]c1=O	104	-1	2	5	-7	4	107	0.8	-6	104	-2
40	COc1ccc(C(=O)C2CCCN(Cc3ccon3)C2)cc1OC (stereo not drawn)	99	-2	2	0	-4	0	99	0.5	-3	98	1
41	Cc1cc(C=O)c(C)n1C1CCCCC1	100	-5	0	5	-8	-11	100	0.6	-18	96	-9
42	c1ccc2c(c1)Nc1ccccc1S2	96	1	3	0	-13	0	99	-0.3	9	99	2
43	CC1CCCN(C(=O)c2ccc(N3CC4CC(C3)c3cccc(=O)n3C4)c([N+](=O)[O-])c2)C1 (stereo not drawn)	102	-2	-4	0	-8	-8	99	0.3	-10	106	-8
44	OC(CNC1CCCCC1)c1ccccc1 (stereo not drawn)	100	0	0	1	-2	-2	101	0.6	1	102	0
45	CSc1ncc(CN2CCCC(C(=O)c3sccc3C)C2)cn1 (stereo not drawn)	97	-3	-1	5	-5	-5	101	1.3	-5	91	-7
46	O=C(c1ccccc1)c1cn(CC(=O)N2CCCc3ccccc32)c2ccccc12	93	-2	-3	8	-6	1	102	3.8	-5	94	1
47	CCn1c(O)c(/C=N/NC(=O)c2ccncc2)c(=O)[nH]c1=S	104	-3	-3	-4	-11	-4	104	0.1	-15	97	-6
48	N#CC1=C(N)Oc2c(c(=O)oc3ccccc23)C1c1ccccc1OC(=O)c1cccs1 (stereo not drawn)	107	-1	-5	0	-6	-1	104	-0.7	-12	102	-6
49	CCN(CC)CCNCC(=O)Nc1ccc(Cl)cc1C(=O)c1ccccc1	92	3	2	0	-2	-1	99	0.1	-11	99	-4
50	O=C1N(c2cccc(Cl)c2)C(c2cccnc2)N2CCCN12 (stereo not drawn)	98	-1	-2	0	0	-4	99	-0.1	-1	90	1
51	COCCCN=Cc1c(O)[nH]c(=S)[nH]c1=O	98	-1	0	0	1	0	100	-0.3	-6	105	-4
52	Cc1ccc2c(c1)c(=O)c1c3n2CCN(CC2CO2)C3CC1 (stereo not drawn)	102	0	1	6	10	-3	103	0.3	-5	98	-2
53	CCOC(=O)CC1=C(C(=O)OCC)C2(C(=O)Nc3ccccc32)C(C#N)=C(N)O1 (stereo not drawn)	101	-2	0	-1	-7	-9	100	0.0	-10	100	-5
54	COc1ccc(NP(=O)(Nc2ccc(OC)cc2)Oc2ccccc2)cc1	100	-3	-3	9	-12	-5	98	0.1	-10	104	-5
55	COc1ccc(N2CCN(C(CNC(=O)Oc3ccccc3)c3cccnc3)CC2)cc1 (stereo not drawn)	102	-1	-3	-2	-8	-8	103	0.6	-18	102	-8

A portion of the library; the hit share may differ from the screen's.
